# Tau fluor counter: counter-screen for tau fibril formation inhibitors; AID 1463; 280,000 tested, 0.93% active; Potency, µM (titrated, usually from 57.7 µM), inactives show at the highest dose activity change, negative = decrease; tau K18 P301L Alexa594 fluorescence, heparin fibrillization; note: % is set by controls: 0 for no effect and ±100 for the full control effect; nearly all actives have a fitted effect of over 55% in size
#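 Human tau K18 P301L (15 uM unlabeled, 0.24 uM Alexa 594-labeled) in 100 mM sodium acetate pH 7 with 20 uM heparin, 6 hr at 37 C. ThT 30 uM added, 1 hr ambient; Alexa 594 FP and total fluorescence read at 555/632 nm.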
# Tau ThT inhib: inhibitors of human tau fibril formation, thioflavin T binding; P10636; recombinant tau K18 P301L, heparin-induced fibrillization, ThT fluorescence; Potency, µM (titrated, usually from 57.4 µM), without a hit: at the top dose activity, negative = inhibition, hits mostly inhibitors; 270,000 tested, 2.1% active; AID 1460; note: % is set by controls: 0 for no effect and ±100 for the full control effect; nearly all actives have a fitted effect of over 55% in size
# Target sequence (P10636 561-689 P618L limits assumed): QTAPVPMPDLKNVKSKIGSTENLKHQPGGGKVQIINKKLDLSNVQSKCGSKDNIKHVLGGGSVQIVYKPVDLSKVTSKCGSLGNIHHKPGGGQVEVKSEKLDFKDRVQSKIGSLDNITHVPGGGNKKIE
#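 K18 P301L tau (15 uM + 0.24 uM Alexa 594-tagged), heparin 20 uM, NaOAc pH 7, 6 h 37 C; ThT 30 uM, 1 h RT, ex 450/em 510 nm.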
# HTT ATP protect: Huntington cell model cytoprotection by ATP luminescence; PC12 HTT-Q103 induced, cytoprotection, ATP luminescence, 40 h; Potency, µM (titrated, usually from 56.4 µM), without a hit: cytoprotection (ATP increase), most hits filed as activators; 230,000 tested, 0.14% active; AID 1471;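 note: % of control where 0% means no effect; nearly all actives have a fitted effect of over 45% in size; toxic huntingtin expression switched on by the ecdysone agonist tebufenozide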
#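 PC12 cells with ecdysone-inducible HTT exon 1 Q103-GFP, induced with 100 nM tebufenozide and co-treated with library compounds in a dose series (1536-well, 1500 cells/well). Cytoprotection read as ATP content by ATPlite luminescence.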
# L3MBTL1 block: blocks human L3MBTL1. Q9Y468. AlphaScreen L3MBTL1–H3K9me1 peptide binding. Potency, µM (highest dose often 57.1 µM), without a hit: top-dose activity, negative = inhibition, most hits filed as inhibitors. 230,000 tested, 0.66% active; note: % is set by controls: 0 for no effect and ±100 for the full control effect; nearly all actives have a fitted effect of over 60% in size
# Target sequence (Q9Y468 whole entry, looked up): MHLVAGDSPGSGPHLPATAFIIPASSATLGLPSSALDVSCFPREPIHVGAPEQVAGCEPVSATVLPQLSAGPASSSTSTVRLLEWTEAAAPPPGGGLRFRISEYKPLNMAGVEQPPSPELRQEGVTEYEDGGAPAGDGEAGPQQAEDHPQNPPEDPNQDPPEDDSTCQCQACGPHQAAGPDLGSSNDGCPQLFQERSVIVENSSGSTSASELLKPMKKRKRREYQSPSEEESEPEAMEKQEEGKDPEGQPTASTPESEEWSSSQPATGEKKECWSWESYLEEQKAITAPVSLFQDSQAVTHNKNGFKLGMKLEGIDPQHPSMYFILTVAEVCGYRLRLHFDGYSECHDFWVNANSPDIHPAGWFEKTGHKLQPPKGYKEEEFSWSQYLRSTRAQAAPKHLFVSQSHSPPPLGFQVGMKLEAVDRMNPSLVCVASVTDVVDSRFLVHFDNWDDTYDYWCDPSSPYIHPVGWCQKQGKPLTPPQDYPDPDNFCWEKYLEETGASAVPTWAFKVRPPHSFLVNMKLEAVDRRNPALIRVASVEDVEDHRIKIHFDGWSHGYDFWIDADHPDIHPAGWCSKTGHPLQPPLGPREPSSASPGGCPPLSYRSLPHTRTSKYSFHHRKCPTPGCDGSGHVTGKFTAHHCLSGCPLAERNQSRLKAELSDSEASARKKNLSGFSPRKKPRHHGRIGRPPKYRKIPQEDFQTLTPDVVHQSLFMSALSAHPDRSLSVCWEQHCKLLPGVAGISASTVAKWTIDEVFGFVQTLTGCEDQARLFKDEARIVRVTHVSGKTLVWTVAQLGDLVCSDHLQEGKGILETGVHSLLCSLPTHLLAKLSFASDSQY
#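 AlphaScreen assay: L3MBTL1 (50 nM final) was preincubated 30 min at room temperature with biotinylated H3(1-15)K9me1 peptide (75 nM final), then 30 min with library compounds; streptavidin donor and nickel chelate acceptor beads (10 ug/mL final) added, 30 min dark.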
# TRb SRC2 PPI: inhibitors of human thyroid hormone receptor beta-SRC2 interaction; TRbeta-SRC2 peptide binding, fluorescence polarization; receptor liganded with 1 µM T3; 280,000 tested, 0.065% active; AID 1469; P10828; Potency, µM (doses to about 106 µM), without a hit: at the highest dose activity change, negative = inhibition, hits mostly inhibitors;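 note: plate controls were bound peptide for no effect and peptide without receptor for full effect; nearly all actives have a fitted effect of over 50% in size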
#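 Human TRb LBD (0.6 uM) plus Texas Red-labeled SRC2 peptide (20 nM), 1uM T3, 5% DMSO, 5 hr at ambient temperature. Decreased polarization (555/632 nm) flags inhibition; data normalized to free and bound peptide controls.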
# RECQ1 inh: blocks DNA unwinding by human RECQ1; Potency, µM (highest dose often 57.3 µM), without a hit: at the top dose activity, negative = inhibition, actives largely listed as inhibitors; AID 2549; RECQ1 DNA unwinding, red fluorescence kinetic read; 240,000 tested, 0.54% active; P46063;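 note: plate controls were vehicle for no effect and no enzyme for full effect; nearly all actives have a fitted effect of over 30% in size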
#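 50 nM RECQ1T1 preincubated 15 min with compound in Tris pH 8.0 buffer with MgCl2, DTT, Tween-20 and 2.5 ug/ml poly(dI-dC); started with 200 nM TAMRA/BHQ-2 forked duplex and 2 mM ATP. Unwinding read as fluorescence (525/598 nm), two reads 2 h apart.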
# TexasRed fluor: Texas Red fluorescence interference in TRb-SRC2 counter-screen. 280,000 tested, 0.29% active. TRb/SRC2 Texas Red total fluorescence interference. Potency, µM (doses to about 106 µM), for the others: at the highest dose fluorescence change, negative = quenching; active = well fitted curve in either direction with a large enough effect; inconclusive = small, poorly fitted or top-dose-only effect; note: % is set by controls: 0 for no effect and ±100 for the full control effect
#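 Human TRβ ligand-binding domain (0.6 uM) and Texas Red SRC2 peptide (20 nM) in Tris buffer with 1 uM T3 and 5% DMSO were incubated with pinned compound for 5 hr at ambient temperature. Total fluorescence was computed as S + 2P (555/632 nm).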
# Tau FP inhib: inhibitors of human tau fibril formation. P10636. K18 P301L tau heparin fibrillization, Alexa594 FP, 6 h. 280,000 tested, 0.39% active. AID 1468. Potency, µM (series often up to 57.7 µM), without a hit: at the top dose activity, negative = inhibition, hits mostly inhibitors; note: % is set by controls: 0 for no effect and ±100 for the full control effect; nearly all actives have a fitted effect of over 55% in size
#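 Heparin (20 uM) drove fibril formation of recombinant tau K18 P301L, 15 uM unlabeled with 0.24 uM Alexa 594 label, for 6 hr at 37 C in 100 mM sodium acetate pH 7. Fluorescence polarization (555/632 nm) read 1 hr after 30 uM ThT.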
# Numbers without * were called inactive; i = inactive; ? = inconclusive; . = not tested or not shown; [ ] = remark or other dose. Unless noted, calls come from the whole dose curve; as a rule, active = well fitted curve in the direction sought with a large enough effect; inconclusive = small, poorly fitted or top-dose-only effect, or another doubt; inactive = no such curve, though single readings can be large; an effect the other way counts as inactive or inconclusive. Potency is the fitted concentration of half-maximal effect. These rows are one share of the data (hit frequency here may not be typical).
# Every second line gives: Tau fluor counter, Tau ThT inhib, HTT ATP protect, L3MBTL1 block, TRb SRC2 PPI, RECQ1 inh, TexasRed fluor, Tau FP inhib
CC(C)(NO)/C(=N/O)c1cccs1
 : -11%, -19%, 4%, 5%, 3%, -5%, 0%, -9%
O=S(=O)(Nc1cccc(C(F)(F)F)c1)c1cccnc1
 : -3%, -2%, 2%, ., -16%, -3%, -2%, -9%
CCC1C(=O)N=C(SCC(=O)NC2CCCCC2)NC1=O (configuration not stated)
 : -10%, ?, -16%[10 µM], 6%, 3%, 13%, 0%, -13%
COc1ccc(C2=NC(C)(C)N(CC(=O)Nc3cccc(C)c3)C2=O)cc1
 : -14%, -2%, ., ., -5%, ., 1%, -4%
OCCN1CCN(c2ncnc3c2c(-c2ccccc2)cn3-c2ccc(Br)cc2)CC1
 : -7%, ?, -169%[inhibitor], ., 5%, -1%, 1%, 0%
Cc1cccc(C(=O)N[C@H](C(=O)Nc2nc(C)cs2)C(C)C)c1
 : 1%, -5%, ., 2%, -2%, -4%, -1%, 1%
CCCCCCNc1nc(Cl)nc(NC(C)(C)CO)n1
 : -7%, -2%, -12%[10 µM], 3%, 7%, -5%, -1%, -3%
O=C(O)C1CC=CCC1C(=O)NNS(=O)(=O)c1ccccc1 (configuration not stated)
 : 0%, -7%, -12%, ., -7%, -14%, -1%, -4%
CC(=O)c1cccc(NC(=S)NC2CC2)c1
 : 3%, 6%, -18%[10 µM], 3%, 0%, -9%, -1%, 2%
CCOC(=O)c1cc2sc(C)cc2n1CCCN1C(=O)c2ccccc2C1=O
 : -24%, -12%, -24%, -1%, 0%, 8%, -1%, -5%
COc1ccc(Br)cc1CNC(=O)CCc1cn(Cc2ccc(C)cc2)c2ccccc12
 : -23%, -11%, ., ., 1%, ., 0%, -2%
CSCCC(NC(=O)c1cccc(S(=O)(=O)N2CCOCC2)c1)C(=O)Nc1ccc(F)cc1 (configuration not stated)
 : -16%, -6%, 7%[10 µM], 1%, 11%, -6%, 4%, 9%
O=C(c1ccc(Cl)cc1)c1cc(-c2ccccn2)c(N2CCOCC2)s1
 : -15%, -13%, -58%[inhibitor], 44%[activator], 4%, -6%, -1%, 3%
Cc1cccnc1NCc1ccc(O)c2ncccc12
 : -30%, ?, -47%[inhibitor], 28µM*, -7%, -1%, 0%, -12%
COc1ccccc1NC(=O)C1=C(C)Nc2c(C(=O)Nc3ccc(F)cc3)cnn2C1c1ccc(Cl)cc1 (configuration not stated)
 : -23%, 0%, ., ., 0%, ., ?, ?
CCOc1ccc(N2C(=O)c3ccc(C(=O)OCc4c(C)noc4C)cc3C2=O)cc1
 : 3%, 7%, -22%, 4%, 2%, -22%, -6%, 5%
COc1ccc(NC(C)=O)cc1NC(=O)CSc1nc2ncccc2[nH]1
 : -3%, -11%, -9%[0.074 µM], 5%, 6%, -3%, -1%, 12%
Cc1nc(N2CCCC2)ncc1C(=O)NCc1ccccc1Cl
 : -2%, -3%, ., ., 2%, ., -1%, -4%
CCn1cc(Cl)c(C(=O)N2N=C(c3ccc4ccccc4c3)CC2c2ccccc2O)n1 (configuration not stated)
 : 6%, 9%, ., -24%, -6%, 6%, -4%, -4%
Fc1ccc2nc(C3CCCCN3Cc3nc(CC4CC4)no3)[nH]c2c1 (configuration not stated)
 : -6%, -14%, -8%[10 µM], -4%, -3%, 3%, -1%, -6%
CCN(C(=O)COC(=O)C1CCN(S(=O)(=O)c2cccs2)CC1)c1ccccc1
 : -7%, 1%, -5%[10 µM], 9%, 3%, i, -2%, -3%
CC1=NNC(=O)C1CCC(=O)N/N=C/c1ccc(C)cc1 (configuration not stated)
 : -7%, 1%, 14%[10 µM], -22%, 2%, i, 0%, -7%
CCC(C)NC(=O)CSc1nc2cc3c(cc2c(=O)n1CCCC(=O)NCCc1ccc(OC)c(OC)c1)OCO3 (configuration not stated)
 : -9%, -17%, ., ., 3%, ., -7%, -1%
CC(=O)c1cccc(NS(=O)(=O)N(C)C)c1
 : 4%, 12%, -1%, -13%, -16%, -5%, 2%, -12%
COc1cc2[nH]c(=S)n(Cc3ccccc3)c(=O)c2cc1OC
 : -13%, -7%, -11%, -2%, 0%, 4%, 0%, -8%
CN(C)Cc1c(-c2ccc(Cl)cc2)nc2ccc(Cl)cn12
 : 0%, -7%, -44%[inhibitor], 7%, 3%, -2%, -1%, -2%
COc1ccc2c3c(cccc13)OCC2=O
 : -26%, ?, -15%, 10%, 7%, 10%, -1%, 2%
COc1ccccc1CNC(=O)CN1C(=O)COc2ccc(S(=O)(=O)NC3CCCC3)cc21
 : -6%, 5%, ., ., 0%, ., 5%, 3%
Cc1c(CN2CCC(CO)(Cc3cccc(C(F)(F)F)c3)CC2)c2ccccc2n1C
 : -12%, ?, -74%[inhibitor], -11%, -13%, i, -7%, 7%
Cc1csc2c(N3CCN(C(=O)NC(C)(C)C)CC3)ncnc12
 : 12%, ., 27%[10 µM], ., -1%, 17%, -1%, 6%

# Some entries already given, limited to Tau fluor counter.
SMILES	Tau fluor counter
Cc1nc(N2CCCC2)ncc1C(=O)NCc1ccccc1Cl	-2%
CCn1cc(Cl)c(C(=O)N2N=C(c3ccc4ccccc4c3)CC2c2ccccc2O)n1 (configuration not stated)	6%
Fc1ccc2nc(C3CCCCN3Cc3nc(CC4CC4)no3)[nH]c2c1 (configuration not stated)	-6%
CCN(C(=O)COC(=O)C1CCN(S(=O)(=O)c2cccs2)CC1)c1ccccc1	-7%
CC1=NNC(=O)C1CCC(=O)N/N=C/c1ccc(C)cc1 (configuration not stated)	-7%
CCC(C)NC(=O)CSc1nc2cc3c(cc2c(=O)n1CCCC(=O)NCCc1ccc(OC)c(OC)c1)OCO3 (configuration not stated)	-9%
CC(=O)c1cccc(NS(=O)(=O)N(C)C)c1	4%

# Carrying on:
# Every second line gives: Tau fluor counter, Tau ThT inhib, HTT ATP protect, L3MBTL1 block, TRb SRC2 PPI, RECQ1 inh, TexasRed fluor, Tau FP inhib
O=S(=O)(c1cc(Cl)ccc1Cl)N1CC2CCCN2c2ccc(C(F)(F)F)cc21 (configuration not stated)
 : -7%, 15%, -12%, -2%, 1%, -7%, -2%, 18%
C=CCc1ccc(OCCCCNC2CCCC2)c(OC)c1
 : 3%, -1%, -40%, -1%, 8%, i, 1%, 5%
CC(C)c1ccc(Nc2cc(C(=O)NCCCN(C)Cc3ccccc3)c3ccccc3n2)cc1
 : ?, 6%, ., ., -6%, ., 2%, -6%
COc1ccc(NS(=O)(=O)c2ccc3oc(Nc4ccc5c(c4)OCCO5)nc3c2)cc1
 : 13µM*[quencher], ?, -5%[10 µM], -4%, -2%, -1%, -4%, ?
O=C(NCC1CCCO1)c1ccc(C(=O)NCC2CCCO2)cc1 (configuration not stated)
 : 1%, -8%, -2%[10 µM], -4%, 1%, -6%, 0%, 15%
O=C(COc1ccccc1)Nc1ccc(Cl)cn1
 : -10%, -11%, 15%[10 µM], 19%, 0%[53 µM], i, -2%[53 µM], 2%
COc1ccc(O)c(C(=O)C2c3ccccc3C(=O)N2c2ccc(C)cc2)c1 (configuration not stated)
 : -27%, -9%, -2%[10 µM], -11%, 5%, i, 0%, -8%
CSc1ccccc1C(=O)Nc1ccc(C)cc1C
 : -2%, ?, -4%[10 µM], -2%, -8%, i, -1%, -2%
CCOc1ccc(N2CC(NC(=O)c3ccc(S(=O)(=O)N4CCCCC4)cc3)CC2=O)cc1 (configuration not stated)
 : -11%, -4%, ., ., -1%, ., 1%, -4%
Cc1ccc2c(c1)C1CN(C)CCC1N2C(=O)COc1ccc(N(C)C(=O)C(C)(C)C)cc1 (configuration not stated)
 : 8%, 3%, -7%, -5%, -9%, -8%, -3%, 7%
CCOc1ccc(NC(=S)N(C)C)cc1
 : -20%, -21%, 7%[10 µM], 1%, 2%, i, -2%, 5%
CC(C)Cc1nnc(NS(C)(=O)=O)s1
 : 0%, -12%, -24%, 0%, 1%, -7%, 0%, 1%
Cc1ccc(C)n1-n1c(C)nc2scc(-c3ccccc3)c2c1=O
 : -18%, ?, 3%, ., -5%, 10%, -9%, ?
COc1cc(NC(=O)CN2C(=O)COc3ccc(S(=O)(=O)N4CCCCC4)cc32)cc(OC)c1
 : -28%, 2%, ., ., -3%, ., -1%, -9%
CN1C(=O)/C(=C/C=C2\SCCN2C)N(C)C1=S
 : -15%, 28µM*, -29%, ., -1%, 1%, -3%, -8%

# In a second layout: entries from further up.
Structure: CCOc1ccc(N2CC(NC(=O)c3ccc(S(=O)(=O)N4CCCCC4)cc3)CC2=O)cc1 (configuration not stated)
  Tau fluor counter: -11%
  Tau ThT inhib: -4%
  HTT ATP protect: .
  L3MBTL1 block: .
  TRb SRC2 PPI: -1%
  RECQ1 inh: .
  TexasRed fluor: 1%
  Tau FP inhib: -4%

Structure: COc1ccc(NS(=O)(=O)c2ccc3oc(Nc4ccc5c(c4)OCCO5)nc3c2)cc1
  Tau fluor counter: 13µM*[quencher]
  Tau ThT inhib: ?
  HTT ATP protect: -5%[10 µM]
  L3MBTL1 block: -4%
  TRb SRC2 PPI: -2%
  RECQ1 inh: -1%
  TexasRed fluor: -4%
  Tau FP inhib: ?

Structure: COc1cc(NC(=O)CN2C(=O)COc3ccc(S(=O)(=O)N4CCCCC4)cc32)cc(OC)c1
  Tau fluor counter: -28%
  Tau ThT inhib: 2%
  HTT ATP protect: .
  L3MBTL1 block: .
  TRb SRC2 PPI: -3%
  RECQ1 inh: .
  TexasRed fluor: -1%
  Tau FP inhib: -9%

Structure: CCOc1ccc(NC(=S)N(C)C)cc1
  Tau fluor counter: -20%
  Tau ThT inhib: -21%
  HTT ATP protect: 7%[10 µM]
  L3MBTL1 block: 1%
  TRb SRC2 PPI: 2%
  RECQ1 inh: i
  TexasRed fluor: -2%
  Tau FP inhib: 5%

# Compound activity: PubChem, National Center for Advancing Translational Sciences (NCATS)
